# MPTP inh: blocks calcium-induced mitochondrial swelling | isolated mouse mitochondria, Ca2+ swelling absorbance, 30 min | inhibition, % at 10 µM | 360,000 compounds, 1.4% hits;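 active = inhibition of 50% or more, scaled per plate between neutral and stimulator controls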;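 note: 0% = DMSO wells given calcium and 100% = 1 mM EGTA wells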
# Gli-Sufu block: Gli-Sufu pathway antagonism | Sufu-KO-LIGHT fibroblasts, Gli luciferase reporter luminescence | inhibition, % at 5 µM | 340,000 compounds, 0.74% hits;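 active = inhibition above about 55%, limit read from the data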;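 note: 0% = DMSO-treated cells and 100% = wells with medium but no cells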
# A3G deaminase: blocks human APOBEC3G single-stranded DNA deamination. Q9HC16. recombinant A3G, ssDNA deamination FAM/TAMRA fluorescence. inhibition, % at 20 µM. 330,000 compounds, 0.28% hits. AID 493012;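 active = inhibition of at least 40% at 20 µM, with no more than 30% in the related APOBEC3A deaminase screen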;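 note: plate controls were DMSO wells with A3G for no effect and wells lacking A3G enzyme for full effect; some compounds called inactive have numbers as strong as hits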
# EBI2 block: blocks human EBI2 receptor beta-arrestin signaling; AID 651636; 360,000 compounds, 0.81% hits; EBI2 beta-arrestin recruitment, luminescence, 7a,25-OHC stimulated; inhibition, % at 5 µM; P32249; in the data active = inhibition above about 38%;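 note: enzyme fragment complementation signal reports receptor beta-arrestin coupling in cells; 0% = agonist plus DMSO wells and 100% = wells without agonist; some results beyond the cut were filed as inactive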
# Target sequence (P32249 whole entry, looked up, the tested form may be a part): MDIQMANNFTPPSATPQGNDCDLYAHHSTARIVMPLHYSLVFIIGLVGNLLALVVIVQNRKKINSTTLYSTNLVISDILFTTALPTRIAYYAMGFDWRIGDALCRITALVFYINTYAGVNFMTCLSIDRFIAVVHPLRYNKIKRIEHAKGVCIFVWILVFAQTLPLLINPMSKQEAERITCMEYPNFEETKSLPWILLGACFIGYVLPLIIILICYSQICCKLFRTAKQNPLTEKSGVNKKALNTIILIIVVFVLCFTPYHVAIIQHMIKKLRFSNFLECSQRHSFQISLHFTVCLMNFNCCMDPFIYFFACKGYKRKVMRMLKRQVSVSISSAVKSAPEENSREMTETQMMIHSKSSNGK
# NR3A LBD binder: NR3A (human) ligand-binding domain modulation; NR3A LBD differential scanning fluorimetry, Tm shift; 0% = protein alone, 100% = glycine-bound protein; Tm shift relative to glycine control, % at 25 µM; 340,000 compounds, 2.5% hits; AID 1259313;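 active = melting temperature shift of at least 10% of the positive control shift, at one fixed dose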
# CXCR6 inh: blocks human CXCR6 beta-arrestin recruitment; O00574; CHO-K1 PathHunter CXCR6 beta-arrestin, luminescence; inhibition, % at 20 µM; 360,000 compounds, 0.36% hits; AID 602244; in the data active = inhibition above about 34%, passing the limit was not always enough;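 note: antagonist mode with CXCL16 agonist at 10 nM final; 0% = 10 nM CXCL16 with DMSO and 100% = unstimulated wells without agonist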
# Target sequence (O00574 whole entry, looked up): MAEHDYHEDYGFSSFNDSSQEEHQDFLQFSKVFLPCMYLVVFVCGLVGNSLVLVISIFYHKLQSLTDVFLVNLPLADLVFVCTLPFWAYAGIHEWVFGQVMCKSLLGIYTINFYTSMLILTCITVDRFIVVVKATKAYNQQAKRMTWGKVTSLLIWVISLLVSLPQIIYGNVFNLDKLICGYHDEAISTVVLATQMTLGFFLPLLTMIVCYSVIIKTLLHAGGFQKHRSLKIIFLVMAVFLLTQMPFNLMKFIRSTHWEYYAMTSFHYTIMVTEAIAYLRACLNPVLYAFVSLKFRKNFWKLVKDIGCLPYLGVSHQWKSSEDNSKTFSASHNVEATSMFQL
# APOBEC3A inh: inhibitors of human APOBEC3A DNA deaminase | P31941 | recombinant A3A, FAM/TAMRA ssDNA deamination fluorescence | inhibition, % at 20 µM | 330,000 compounds, 0.41% hits;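 active = at least 40% inhibition at 20 µM here, with at most 30% in a related deaminase screen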;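 note: plate controls were A3A with DMSO for no effect and wells lacking A3A enzyme for full effect; some results filed as inactive read as strong as hits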
# Target sequence (P31941 whole entry, looked up): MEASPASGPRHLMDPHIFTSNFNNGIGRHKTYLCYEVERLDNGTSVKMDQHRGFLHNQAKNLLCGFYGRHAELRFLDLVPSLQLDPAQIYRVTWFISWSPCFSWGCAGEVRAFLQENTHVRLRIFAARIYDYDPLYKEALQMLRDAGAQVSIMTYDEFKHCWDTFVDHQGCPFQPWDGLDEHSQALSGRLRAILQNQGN
# CCR6 antagonist: antagonists of human CCR6 receptor; AID 493098; P51684; 340,000 compounds, 0.49% hits; CHO-K1 CCR6 PathHunter beta-arrestin, luminescence, CCL20-stimulated; inhibition, % at 20 µM;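 active = compounds whose inhibition of the agonist-driven luminescence signal at 20 µM reaches about 50%, limit read from the data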;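 note: cells stimulated with CCL20 at 14 nM final; plate controls were DMSO with CCL20 for no effect and DMSO without agonist for full effect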
# * = called active by the depositor; . = not tested or not shown.
SMILES,MPTP inh,Gli-Sufu block,A3G deaminase,EBI2 block,NR3A LBD binder,CXCR6 inh,APOBEC3A inh,CCR6 antagonist
C=CCn1c(SC(C)C(=O)NC2(C#N)CCCCC2)nnc1-c1ccc(OC)cc1 (stereo not given),1.2,3,-5,-3,4,-6,-1,1
Cc1cccc(N(Cc2ccccc2)C(=O)c2ccc(S(C)(=O)=O)cc2)c1,1.2,-2,4,4,-2,11,1,9
OCCN(Cc1ccccc1)Cc1cccc(Cl)c1Cl,2.4,4,-5,12,0,7,0,7
CCCCn1c(N)c(N(CCOC)C(=O)CN2C(=O)C3CCCCC3C2=O)c(=O)[nH]c1=O (stereo not given),0.0,-8,-5,-9,2,-3,-2,-1
Cc1ccc(/C=N/NC(=O)CN2CCN(S(=O)(=O)c3ccc(Br)cc3)CC2)s1,3.0,1,-7,69*,-4,-2,-1,3
CCNc1cc(Cl)nc(SC)n1,-0.7,-5,1,4,-2,-3,-2,-9
CO/N=C/c1cn(-c2ccc(Cl)cc2)nn1,0.0,-6,-2,-3,-2,-7,-2,5
CC(=O)Nc1ccc(S(=O)(=O)n2cnc3ccccc32)cc1,-1.8,8,0,3,-3,0,2,-4
Cc1c(Br)c([N+](=O)[O-])nn1CC(=O)N1CCc2ccccc2C1,1.2,13,-2,-11,10,-3,0,-1
C/C=C\C(=O)Nc1cccc(C2=NOC3(C2)C[C@@H](C(N)=O)N(C(=O)C2(C)CC2)C3)c1 (stereo not given in full),-1.3,-4,6,-22,0,-5,4,13
O=C(O)C1Oc2ccccc2C1c1ccccc1 (stereo not given),0.4,5,.,-2,-4,-6,.,-3
COc1ccc(S(=O)(=O)NNC(=O)Nc2ccc(F)cc2)cc1,1.1,-1,-4,7,1,-6,0,2
Cn1c(CO)cnc1S(=O)(=O)Cc1c(Cl)cccc1Cl,-1.3,8,-1,-1,0,4,2,0
Cc1ccc2c(c1)N(C(=O)CCC(=O)NCc1cccnc1)CC(C)O2 (stereo not given),0.4,5,-5,5,2,-5,-3,-7
Fc1cc(NCc2ccccc2)nc(NCc2ccccc2)n1,3.3,-22,0,-6,-6,5,6,12
O=C(CSc1ncn[nH]1)Nc1ncc(C(F)(F)F)cc1Cl,-1.8,-1,-6,0,2,4,-3,8
COc1ccc(-c2noc(CCC(=O)NCCc3cccc(C)c3)n2)cc1,2.4,-1,-6,12,-1,-6,-1,12
COc1ccc(/C=N/NC(=O)Cc2cccs2)cc1,-0.5,-31,-5,15,-1,2,-2,0
CCOC(=O)c1c(C)[nH]c(C(=O)OCC(=O)N(C)C2CCS(=O)(=O)C2)c1C (stereo not given),-3.2,-3,15,-8,3,-6,-4,-12
O=C(CCNS(=O)(=O)c1cccc2nsnc12)N1CC(=O)N(CCc2ccccc2)C(=O)C1,8.0,4,-11,-5,-2,-1,-3,-6
S=c1[nH]nc(-c2cc(-c3ccco3)[nH]n2)n1-c1cccc2ccccc12,-1.7,-12,-3,-15,-4,12,-2,-4
COc1ccc(-c2csc(Nc3ncccc3C)n2)cc1,0.8,8,-3,42,8,5,-4,-2
CCCCC(CC)C(=O)Nc1ccc(C#N)cc1 (stereo not given),21,7,-6,-2,1,6,-4,-11
COc1ccc(/C=N/n2c(-c3n[nH]c4c3CCC4)n[nH]c2=S)cc1OC,-0.7,2,48*,-7,1,4,0,6
Cc1cccc(OCc2nnc(SCC(=O)N3CCN(c4ccccc4)CC3)o2)c1C,4.3,10,-1,23,-1,-4,-1,14
CC(C)(C)NC(=O)c1cc(NC(=O)c2cccs2)cc(NC(=O)c2cccs2)c1,-0.8,30,-10,16,-1,0,-4,16
Cn1c(CO)cnc1S(=O)(=O)Cc1ccc(Cl)cc1,0.3,-2,-7,-6,0,2,-1,5
CCn1nc(C(=O)Nc2nc(-c3ccccn3)cs2)c2ccccc2c1=O,0.2,-15,-10,-15,-1,11,-4,14
COc1cc(NC(=O)COC(C)=O)cc(OC)c1OC,-0.6,23,-5,-3,0,2,-1,0
CC(=O)Oc1ccc(C(C)=O)c2c1OCCO2,-0.3,3,-9,-6,-2,-2,-2,-32

# An excerpt of these results, as labelled records:
Compound: COc1ccc(-c2noc(CCC(=O)NCCc3cccc(C)c3)n2)cc1
  MPTP inh: 2.4
  Gli-Sufu block: -1
  A3G deaminase: -6
  EBI2 block: 12
  NR3A LBD binder: -1
  CXCR6 inh: -6
  APOBEC3A inh: -1
  CCR6 antagonist: 12
Compound: COc1ccc(/C=N/NC(=O)Cc2cccs2)cc1
  MPTP inh: -0.5
  Gli-Sufu block: -31
  A3G deaminase: -5
  EBI2 block: 15
  NR3A LBD binder: -1
  CXCR6 inh: 2
  APOBEC3A inh: -2
  CCR6 antagonist: 0
Compound: CCOC(=O)c1c(C)[nH]c(C(=O)OCC(=O)N(C)C2CCS(=O)(=O)C2)c1C (stereo not given)
  MPTP inh: -3.2
  Gli-Sufu block: -3
  A3G deaminase: 15
  EBI2 block: -8
  NR3A LBD binder: 3
  CXCR6 inh: -6
  APOBEC3A inh: -4
  CCR6 antagonist: -12
Compound: O=C(CCNS(=O)(=O)c1cccc2nsnc12)N1CC(=O)N(CCc2ccccc2)C(=O)C1
  MPTP inh: 8.0
  Gli-Sufu block: 4
  A3G deaminase: -11
  EBI2 block: -5
  NR3A LBD binder: -2
  CXCR6 inh: -1
  APOBEC3A inh: -3
  CCR6 antagonist: -6

# Other compounds follow.
SMILES,MPTP inh,Gli-Sufu block,A3G deaminase,EBI2 block,NR3A LBD binder,CXCR6 inh,APOBEC3A inh,CCR6 antagonist
CCCc1[nH]nc2c1C(/C(C)=C/c1ccccc1)C(C#N)=C(N)O2 (stereo not given),2.7,11,-3,-2,-13,1,-2,9
Cc1cccc(N=Nc2c(N)n[nH]c2N)c1,1.4,-9,-1,-7,-4,6,-7,17
C=CC(=C)CC(NC)c1ccccc1 (stereo not given),-1.0,3,-9,3,-2,4,-4,-11
O=C1CC(Nc2ccc(N3CCOCC3)cc2)C(=O)N1Cc1ccccc1 (stereo not given),-1.4,1,-5,2,-2,5,-3,3
Fc1ccc2cnc(C3=CCCCC3)cc2c1,0.0,-61,-2,1,1,-13,0,15
COc1ccc(-n2sc3ccc(F)cc3c2=O)cc1,1.9,-35,67*,16,28*,14,-4,15
Cc1cn2c(-c3ccncc3)nnc2s1,3.1,54,-3,6,-4,-1,0,-1
Cc1cc(C(=O)N2CCCC(C(=O)c3cccc4ccccc34)C2)nc(C)n1 (stereo not given),2.8,1,-6,-6,-1,-5,-10,4
CCC(CC)NC(=O)COC(=O)c1cc(SC)ccc1Cl,-2.4,-5,-6,-6,-2,1,-2,-1
CCOc1c(Cl)cc(CNCc2ccccn2)cc1OC,-0.9,-1,-5,-12,-6,-2,0,11
COCCOC(=O)/C(C#N)=C/c1cn(Cc2ccccc2)nc1-c1cccnc1,1.1,1,-1,19,0,2,2,-3
O=C(NCCN1CCOCC1)c1cc([N+](=O)[O-])cc([N+](=O)[O-])c1,-1.7,0,-3,-8,0,-27,-2,-22
CC(=O)c1sc(NC(=O)CN2C(=O)C3CCCCC3C2=O)nc1-c1ccccc1 (stereo not given),0.9,-6,-4,2,-9,6,-4,11
COc1ccc(Nc2nnc(SCC(=O)Nc3ccc4[nH]c(=O)[nH]c4c3)s2)cc1,-0.8,-7,-9,11,7,-7,0,5
Cc1ccc(S(=O)(=O)N2CCN(C(=O)CN3C(=O)NC4(CCOc5ccccc54)C3=O)CC2)cc1 (stereo not given),-0.5,-4,0,-4,-1,2,0,7
NC(=O)[C@@H]1CCCN1Cc1nc(-c2cccs2)no1,0.7,-5,-5,-5,-1,-4,-2,5
O=C(Nc1ccc(N2CCOCC2)cc1)c1ccc2nc(-c3ccco3)c(-c3ccco3)nc2c1,-0.5,4,0,-11,-3,-1,7,0
COC(=O)c1ccc(COc2cc([N+](=O)[O-])cc3cccnc23)o1,-2.3,0,-7,6,-8,-7,2,-7
COc1ccc2[nH]c3c(c2c1)CN(C)CC3,-3.0,-6,-6,-7,1,2,-2,-8
COc1ccc(CCNC(=O)C(=O)NCC2OCCCN2S(=O)(=O)c2cc(C)ccc2C)cc1 (stereo not given),-1.3,7,-3,1,0,3,-3,16
Cc1ccc2nsnc2c1S(=O)(=O)Nc1cccc2nsnc12,-1.6,-1,-6,20,2,16,2,29
O=C(CN1CCCCCC1)Nc1ccc(Cl)cn1,-0.2,10,-2,-2,-1,3,-4,4
Cc1cc[n+](-c2[nH]c(=O)sc2/C=N/N=C(\[O-])c2ccccc2)cc1,2.4,-10,13,-8,0,-2,2,1
OCCNCCCCCOc1ccc(F)cc1,-0.2,1,-2,-2,0,3,-3,0
CCn1cc(C(=O)N[C@@H](CC(C)C)C(=O)NCCCn2ccnc2)c(=O)c2cc3c(cc21)OCO3,-1.2,-5,5,-2,-3,2,0,-7
CCN(CC(=O)Nc1ccc(NC(C)=O)cc1)C(=O)c1ccc(S(=O)(=O)N2CCCC2)cc1,-0.3,-9,.,-1,-1,-2,.,14
COC(=O)c1c(NC(=O)c2c(OC)cccc2OC)sc2c1C(C(=O)OC)CC2 (stereo not given),-0.9,-9,-12,0,0,5,-3,14
COc1ccc(N(CC(=O)Nc2ccc(F)c(Cl)c2)S(=O)(=O)c2c(C)noc2C)cc1,69*,-14,-2,11,16*,2,2,4
O=C(Nc1nnc(C2CC2)s1)C1CCCO1 (stereo not given),-2.2,-7,0,-7,-1,4,0,1
CCN(CC)C(=O)c1sc2[nH]c(=S)n(-c3ccccc3)c(=O)c2c1C,0.2,0,-9,-2,-1,-1,-6,9
CC(C)OC(=O)CSc1nnc2n1C(C)(C)Cc1ccccc1-2,0.6,-3,-7,2,-2,-7,-3,8
Cc1ccc(OCC(=O)Nc2ccc(C)c(F)c2)c([N+](=O)[O-])n1,0.3,-58,-11,-8,-1,-11,-4,3
CCOC(=O)c1sc(NC(=O)CCCn2nc([N+](=O)[O-])c(Cl)c2C)c(C(=O)OCC)c1C,2.1,.,-3,2,-2,4,3,4
O=[N+]([O-])c1ccc(Cc2ccccn2)cc1,-2.2,3,-5,-8,1,-12,-1,16
Cn1c(=O)c2nc(-c3ccc(Cl)cc3Cl)oc2c2ccccc21,-2.4,-12,-6,3,0,-1,-4,4
O=C(CN1CCCCC1)Nc1cccc([N+](=O)[O-])c1,-1.9,-8,2,-11,0,-3,0,15
CCOc1cc(C(=O)NCc2ccc3c(c2)OCO3)cc(OCC)c1OCC,0.3,-25,-5,1,2,-9,3,-1
O=C(O)c1ccc(Cl)c(S(=O)(=O)Nc2ccccc2Cc2ccccc2)c1,0.3,-1,2,-1,-6,-3,3,5
CC(NC(=O)c1ccc(CS(C)(=O)=O)cc1)c1cccc2ccccc12 (stereo not given),-0.3,-21,-5,1,-3,-13,1,1

# Looked up by structure from the entries so far (2):
SMILES,MPTP inh,Gli-Sufu block,A3G deaminase,EBI2 block,NR3A LBD binder,CXCR6 inh,APOBEC3A inh,CCR6 antagonist
COc1ccc(-c2noc(CCC(=O)NCCc3cccc(C)c3)n2)cc1,2.4,-1,-6,12,-1,-6,-1,12
CCCCn1c(N)c(N(CCOC)C(=O)CN2C(=O)C3CCCCC3C2=O)c(=O)[nH]c1=O (stereo not given),0.0,-8,-5,-9,2,-3,-2,-1

# Screening results deposited in PubChem by Sanford-Burnham Center for Chemical Genomics.
